Screens deposited in PubChem by The Scripps Research Institute Molecular Screening Center.
OXTR agonist – human OXTR agonists, primary screen, fluorescence, CHO-OTR cells, Fluo-8 calcium; Fluo-8 calcium fluorescence; normalized: DMSO 0%, oxytocin 100%; activation, % at 3 µM; hit rate 0.32% among 320,000; AID 2435, 2010;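 active = activation above the mean of all tested compounds plus 3 SD, cutoff set per screening run, cut at about 20% in these data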;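 note: peak over basal fluorescence ratio from a 100 s FLIPR kinetic read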
CHO parental Ca – ATP-evoked calcium signal inhibitors, parental CHO, primary screen, counter-screen for OX1R antagonist project, cell-based, fluorescence, Fluo-8 calcium dye | parental CHO-K1, ATP-induced calcium, Fluo-8 fluorescence | inhibition, % at 5.6 µM | hit rate 0.63% among 330,000 | AID 463079, 2010;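 active = inhibition above that plate's mean sample inhibition plus 3 SD, cut at about 26% in these data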;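 note: 0% = ATP-challenged DMSO wells and 100% = DMSO wells without ATP; some compounds past the cut are filed as inactive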
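Material – parental CHO cells · Reagent – ATP stimulus · Compound – single nominal dose of 5.6 µM per compound · Detection – Fluo-8 fluorescence · Read-out basis – percent inhibition of calcium signal · Controls – ATP-challenged DMSO wells low, unchallenged DMSO wells high · Repeats – no replicates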
CHRM1 antagonist – human M1 muscarinic receptor antagonists, primary screen, CHO-K1 cells, Fluo-8 calcium fluorescence, 1536-well | inhibition, % at 3 µM | CHO-K1 hM1, ACh EC80 antagonist | hit rate 1.3% among 360,000 | Muscarinic acetylcholine receptor M1 (Homo sapiens), P11229;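 active = percent inhibition above its own plate's cutoff, namely the mean of that plate's compound wells plus 3 SD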;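 note: peak over basal fluorescence ratio during 140 s after agonist addition; 0% = ACh EC80 plus DMSO and 100% = DMSO alone without agonist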
OXTR potentiator – human OXTR potentiators, primary screen, fluorescence, CHO-OTR cells, Fluo-8 calcium. Oxytocin receptor (Homo sapiens), P30559. Fluo-8 calcium fluorescence, potentiator mode; 0% = oxytocin EC15, 100% = EC100. hit rate 0.061% among 320,000. activation, % at 3 µM;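 active = activation above that plate's cutoff, the mean activation of tested compounds plus 3 SD, cut at about 6.6% in these data, passing the limit was not always enough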;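 note: 100% uses oxytocin at 75 nM as the full agonist control; some results filed as inactive read as strong as hits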
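System: human OTR in CHO cells; Also added: sub-maximal oxytocin, roughly EC15; Timing: compound 6 min at room temperature before oxytocin, 100 s read; Technique: Fluo-8 intracellular calcium fluorescence, ex 470-495, em 515-575 nm; Controls: oxytocin EC15 low and EC100 high; Replication: singlicate.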
TAAR1 agonist – human TAAR1 agonists, primary screen, Fluo-8 calcium fluorescence, CHO RD-HGA16 cells | Trace amine-associated receptor 1 (Homo sapiens), Q96RJ0 | activation, % at 3 µM | hit rate 0.99% among 360,000 | vehicle wells 0%, saturating PEA agonist 100%;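 active = activation above the mean activation of all test compounds in the run plus 3 SD, cut at about 38% in these data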
Target sequence (Q96RJ0 whole entry, looked up): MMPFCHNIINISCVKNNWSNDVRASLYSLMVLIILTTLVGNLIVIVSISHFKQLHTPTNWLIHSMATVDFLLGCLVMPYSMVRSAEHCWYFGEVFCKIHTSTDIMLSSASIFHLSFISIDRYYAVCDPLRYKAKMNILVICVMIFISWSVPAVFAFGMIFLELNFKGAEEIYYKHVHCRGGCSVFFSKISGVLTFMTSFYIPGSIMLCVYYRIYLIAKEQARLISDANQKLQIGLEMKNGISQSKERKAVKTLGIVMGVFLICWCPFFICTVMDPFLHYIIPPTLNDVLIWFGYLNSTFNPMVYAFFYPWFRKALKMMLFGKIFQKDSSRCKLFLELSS
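System: CHO-derived RD-HGA16 cells with stable Gα16 and human TAAR1. Times: 17-24 h plating, Fluo-8 75 min 37 °C, 30 min RT. Measured by: calcium-sensitive Fluo-8 signal, excitation 470-495, emission 515-575 nm. Read-out basis: % activation relative to PEA EC100 response. Control set: DMSO and PEA EC100. Repeats: no replicates (n 1).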
CHRM1 PAM – human M1 muscarinic receptor positive allosteric modulators, primary screen, CHO-K1 cells, Fluo-8 calcium fluorescence, 1536-well | activation, % at 3 µM | hit rate 0.088% among 360,000 | Muscarinic acetylcholine receptor M1 (Homo sapiens), P11229 | AID 588819, 2011 | CHO-K1 hM1, ACh EC20; 0% = ACh EC20, 100% = maximal ACh; in the data active = activation above about 19%, passing the limit was not always enough
TAAR1 antag – human TAAR1 antagonists, primary screen, Fluo-8 calcium fluorescence, CHO RD-HGA16 cells; Trace amine-associated receptor 1 (Homo sapiens), Q96RJ0; inhibition, % at 3 µM; antagonist; hit rate 1.5% among 360,000;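 active = inhibition above a per-plate cutoff, the mean inhibition of test compounds on that plate plus 3 SD, cut at about 49% in these data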;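 note: 0% = DMSO plus EC80 beta-PEA response and 100% = DMSO alone without agonist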
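test system = CHO RD-HGA16 cells bearing hTAAR1 | replication = singlicate | controls = DMSO-only wells and EC80 β-PEA-stimulated wells | reagent = EC80 β-phenethylamine stimulus | read-out basis = percent inhibition of PEA-evoked calcium signal, max/basal emission ratio | schedule = seeding 17-24 h prior, 75-min 37 °C, 30-min RT dye loading | signal = kinetic Fluo-8 calcium fluorescence measurement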
V1aR counter – agonists of human V1a receptor, primary screen, counter-screen for OXTR agonist project, fluorescence, CHO-V1R cells. Vasopressin V1a receptor (Homo sapiens), P37288. Fluo-8 calcium fluorescence, agonist mode; 0% DMSO, 100% 3 nM vasopressin. activation, % at 3 µM. hit rate 0.25% among 320,000. AID 2797, 2010;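 active = activation above the mean activation of all tested compounds plus 3 SD, per screening run, cut at about 20% in these data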;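 note: signal is peak over basal fluorescence ratio across a 100 second FLIPR read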
Target sequence (P37288 whole entry, looked up): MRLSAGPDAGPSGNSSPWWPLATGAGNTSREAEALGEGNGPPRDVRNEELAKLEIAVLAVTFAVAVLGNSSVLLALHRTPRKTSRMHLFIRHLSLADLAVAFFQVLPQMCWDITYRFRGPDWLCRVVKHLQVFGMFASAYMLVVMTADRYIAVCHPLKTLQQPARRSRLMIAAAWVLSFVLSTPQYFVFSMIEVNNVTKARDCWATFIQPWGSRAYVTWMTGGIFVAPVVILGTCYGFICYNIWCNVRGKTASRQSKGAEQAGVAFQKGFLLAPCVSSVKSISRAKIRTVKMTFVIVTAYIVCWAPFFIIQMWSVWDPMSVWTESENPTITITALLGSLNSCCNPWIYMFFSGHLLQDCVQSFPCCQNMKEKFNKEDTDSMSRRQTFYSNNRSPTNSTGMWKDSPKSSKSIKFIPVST
M1 ag – human M1 muscarinic receptor agonists, primary screen, Fluo-8 calcium fluorescence, CHO-K1 cells, HTS | Muscarinic acetylcholine receptor M1 (Homo sapiens), P11229 | CHO-K1 hM1, agonist mode; 0% DMSO, 100% acetylcholine EC100 | activation, % at 3 µM | hit rate 0.33% among 360,000 | AID 588814, 2011;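 active = activation above the run's mean compound activation plus 3 SD, cut at about 16% in these data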;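 note: peak over basal fluorescence ratio within a 140 s kinetic read after compound addition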
* = called active by the depositor; / = not tested or not shown. Not a hit list (roughly 3.7% active in at least one column).

SMILES	OXTR agonist	CHO parental Ca	CHRM1 antagonist	OXTR potentiator	TAAR1 agonist	CHRM1 PAM	TAAR1 antag	V1aR counter	M1 ag
COc1ccc(CNC(=O)c2ccc3c(c2)NC(=O)C(C)S3)cc1 (stereo not given)	0.6	-4.5	-11.0	-4.7	1.5	3.0	-20.2	2.2	-1.8
CCC(CO)Nc1nc(CN2CCCCC2)nc2scc(-c3ccccc3)c12 (stereo not given)	2.2	-3.6	17.1	5.7	4.7	-19.0	12.1	1.3	-11.7
O=C(Nc1ccccc1N1CCCC1)c1cc2ccccc2o1	-1.4	-28.9	-3.6	6.1	15.9	2.1	22.9	-1.8	-6.3
N#CC1=C(N)Oc2cc(N)ccc2C1c1ccccc1 (stereo not given)	/	/	-9.6	/	3.6	6.9	0.2	/	-1.1
COc1cc(OC)cc(C(=O)OCCNC(=O)Cn2cnc3c2c(=O)n(C)c(=O)n3C)c1	0.1	7.0	/	-9.2	0.2	/	-9.6	0.0	/
CCN(C(=O)CN(C)Cc1c(F)cccc1Cl)c1c(N)n(Cc2ccccc2)c(=O)[nH]c1=O	-1.0	4.8	-0.1	1.9	0.4	-1.0	-3.8	0.0	-2.0
Cc1ccc(Nc2ccc(C(F)(F)F)cc2[N+](=O)[O-])cc1	-1.6	-10.7	8.4	-0.6	3.8	-6.4	6.1	0.1	-1.5
COc1ccc(CCn2c(O)c(C=Nc3cccc(F)c3)c(=O)[nH]c2=O)cc1OC	-0.7	-17.0	-14.2	-2.9	4.2	9.1	-16.8	0.7	-2.0
CC(Sc1nn(-c2ccc(F)cc2)c(=S)s1)C(=O)c1c(N)n(C)c(=O)n(C)c1=O (stereo not given)	1.1	-7.4	1.2	-17.9	11.3	2.9	21.2	3.0	-0.2
COC(=O)[C@H](CCSC)NC(=O)Nc1cccc(C)c1C	-1.8	0.2	-11.7	-9.5	4.7	7.7	-17.4	-0.1	-1.8
O=C(/C=C/c1ccc2c(c1)OCO2)c1ccccn1	-0.9	-27.4	1.1	-12.5	-1.0	0.6	3.9	1.2	-8.1
CC(=O)c1c(N2CCOCC2)[nH]c(-c2ccccc2)nc1=S	-0.6	-13.2	-12.2	2.2	10.4	11.4	-16.4	1.6	-3.7
CC1CCN(C(=O)Cn2cc(C(F)(F)F)ccc2=O)c2ccccc2S1 (stereo not given)	-1.0	-17.2	-2.8	0.0	5.8	6.4	-14.3	-0.9	-6.5
CCc1ccc(CN2C(=O)c3ccccc3C2C(=O)NCC2CCCO2)cc1 (stereo not given)	0.7	-18.0	-15.9	1.4	0.1	12.3	2.9	0.2	-0.6
CNC(=S)c1cc(C(C)(C)C)c(O)c(C(C)(C)C)c1	-2.5	5.4	-3.2	-11.0	-4.8	3.5	-5.1	-1.6	-5.4
Cc1onc(-c2c(F)cccc2Cl)c1C(=O)N1CCc2ccccc2C1	-2.0	-15.6	27.3	-16.9	1.6	-6.0	27.9	0.8	-5.8
Cc1ccc(C)n1CCN1CCN(S(=O)(=O)c2ccc(F)cc2F)CC1	-1.5	-19.1	11.0	-4.4	-0.2	-0.3	-9.6	-0.4	-5.3
O=C(N/N=C/c1cccnc1)c1cc(-c2ccccc2OCc2ccccc2)n[nH]1	0.7	-9.6	-2.1	-3.1	21.2	-1.9	41.0	-0.1	-5.6
O=C(NCc1ccc2c(c1)OCO2)C1CCCN(S(=O)(=O)c2cccc3nonc23)C1 (stereo not given)	0.4	9.7	7.0	-13.8	1.2	-4.4	6.5	1.9	-4.0
Cc1c(NC2=CC(=O)CC(C)(C)C2)c(=O)n(-c2ccccc2)n1C	0.4	0.7	-7.5	1.5	1.6	4.7	-35.6	-0.4	-4.3
COc1ccc(-c2nc3ncccn3c2Nc2ccccc2)cc1	-0.1	-10.9	5.9	1.6	3.2	-2.0	1.1	-0.1	-3.7
COc1ccc(C(CNC(=O)CN2C(=O)NC3(CCCC3)C2=O)N(C)C)cc1 (stereo not given)	-0.1	1.7	2.4	-2.6	0.1	1.2	-2.5	-0.1	-6.5
CCn1cc(S(=O)(=O)CC(=O)Nc2cc(C)ccc2C)c2ccccc21	-1.0	-13.2	-25.7	0.8	0.8	14.8	-6.1	-0.4	-1.1
CC1(C)CC(=O)c2cc(C(=O)NNc3ccccc3)c(=O)n(-c3ccccc3)c2C1	-0.5	-19.0	0.7	-6.2	3.7	8.2	-5.5	-0.3	-5.9
COc1cccc(OCCCOc2ccccc2C(C)C)c1	-1.0	-16.8	-5.5	-6.9	14.6	0.2	9.3	0.2	-5.5
COc1ccc(/C=C/C(=O)NC(=S)NNC(=O)[C@H]2C[C@@H]2c2ccccc2)cc1OC	-1.0	-14.2	-2.2	-8.8	12.7	0.5	25.9	2.6	-0.1
Cc1c(C(=O)N(C)c2ccc(Cl)cc2)cnn1-c1ccccc1	-1.6	-3.1	-9.7	-13.2	8.1	-6.2	-24.1	-0.1	-5.3
O=C(NCCCN1CCOCC1)c1cc(Cl)ccc1[N+](=O)[O-]	-0.5	-2.9	-8.7	-0.3	11.6	0.9	-9.6	0.6	-9.0
CCOC(=O)c1nc(NCc2ccccc2)c2ccccc2n1	-1.3	-13.1	-6.1	2.1	1.1	6.4	6.3	0.1	-2.1
COC(=O)c1ccc(CSc2ccccc2NC(=S)Nc2cccc(C(F)(F)F)c2)o1	/	/	-0.3	/	7.6	3.0	41.6	/	-3.0
CCC(C)(NC(=O)c1cccc(N2C(=O)CSC2c2ccccc2)c1)C(=O)Nc1ccccc1C (stereo not given)	1.7	-16.3	-15.0	-9.8	24.6	9.6	13.2	3.3	1.9
O=C(O)CCCC(=O)Nc1ccccc1C(=O)N1CCOCC1	0.8	-0.7	-6.2	-2.6	4.2	6.1	-4.6	0.5	-6.2
CCOC(=O)CNC(=O)CSc1ncnc2c1cnn2-c1ccccc1	4.3	2.7	-6.5	-7.6	2.4	-2.5	10.0	7.1	0.3
Cc1ccsc1CN(C)CC(=O)N(C)CC(=O)Nc1c(Cl)cccc1Cl	/	/	-16.3	/	3.1	8.1	0.1	/	-1.7
COc1ccc(-c2coc3cc(O[C@@H]4O[C@H](CO)[C@@H](O)[C@H](O)[C@H]4O)c(OC)cc3c2=O)cc1	0.8	-1.3	3.9	-0.2	14.9	4.1	-1.7	2.1	-4.2
CC1=NNC(=O)C1Cc1c(Cl)cccc1Cl (stereo not given)	0.2	-13.1	-13.8	5.1	0.7	9.1	-9.9	1.1	-2.4
Cc1cc(C)n2nc(SCc3ccccc3C(=O)O)nc2n1	-0.5	-6.2	-0.3	-5.6	1.6	-2.1	-11.0	0.8	-1.3
O=C(Nc1ccc(C(=O)O)cc1)/C(=C\c1ccco1)NC(=O)c1ccccc1	-0.1	6.1	3.2	-10.3	13.0	2.4	5.8	-0.5	-2.1
CC1(C)CC(NC(=O)C2CCN(S(=O)(=O)c3ccccc3C(F)(F)F)CC2)CC(C)(C)N1	0.5	1.5	-11.9	-7.5	0.6	0.7	-3.3	0.3	-6.5
O=C1c2ccccc2C(=O)N1CSc1nnc(Nc2ccccc2)s1	0.1	-15.9	-3.5	-12.9	7.5	3.2	3.9	0.6	-1.8
COc1ccccc1/C=N/n1c(N)c(S(=O)(=O)c2cccs2)c2nc3ccccc3nc21	0.0	-7.8	-4.7	1.4	10.7	9.3	-0.6	1.6	-5.3
COc1cc(C(=O)NCc2nnc(SCC(=O)c3ccc(Cl)cc3)o2)cc(OC)c1OC	-1.0	-35.5	6.0	0.2	-2.4	-4.0	-24.0	1.9	-5.6
CCc1ccccc1NC(=O)C1CC(c2ccc(F)cc2)=NO1 (stereo not given)	-1.4	-13.4	-0.1	-4.3	3.8	5.6	-0.6	-1.3	2.7
CCN1CCN(CCCNC(=O)c2ccc3c(=O)n(CCc4ccccc4)c(=O)[nH]c3c2)CC1	0.8	-3.4	-9.1	-5.0	1.3	7.6	-27.9	-0.4	-12.1
Cc1ccccc1/C=N/N=C1/NC(=O)CCS1	-1.6	11.4	-11.9	-6.2	7.3	9.9	-8.9	4.6	-3.0
Cc1ncc(CO)c(/C=N/NC(=O)c2cccc(S(=O)(=O)N3CCCC3)c2)c1O	1.2	-2.9	-20.0	-7.3	4.1	13.2	-15.6	0.6	-5.5
Cc1cccc(-n2nnnc2SCC(=O)c2cc(C)n(CC3CCCO3)c2C)c1 (stereo not given)	-0.4	-10.9	3.7	-13.9	21.2	-0.5	7.1	1.5	-0.7
CCCN(CC(=O)Nc1ccccc1C)C(=O)C1CCN(C(=O)Nc2ccccc2)CC1	0.5	-16.9	-32.9	-7.9	0.7	12.2	-10.1	0.3	-0.1
CCN1CCc2c(sc(N)c2C(N)=O)C1	1.1	7.0	-20.5	-1.2	12.3	2.3	-4.1	1.4	-2.4
Cc1cc(C)nc(Nc2ncc(O)n2-c2ccc(C)c(C)c2)n1	-0.2	1.5	-2.4	-3.7	6.0	1.1	15.5	-0.2	-4.6
COc1ccc(OC)c(C(=O)CSc2nc3c(c(=O)n(C)c(=O)n3C)n2C(C)C)c1	/	/	-7.1	/	5.8	5.3	9.2	/	-5.7
COC(=O)C1=C(C)N(Cc2ccccc2)C(=NCc2ccco2)N[C@H]1c1cccc(F)c1	11.6	-21.8	-7.0	-5.1	14.7	11.7	21.0	5.8	-4.4
CC1Sc2ccc(S(=O)(=O)N3CCC(C(N)=O)CC3)cc2NC1=O (stereo not given)	0.5	0.8	-11.0	0.7	2.1	5.1	-17.7	1.7	-1.8
